Bioassay records as filed in PubChem.
HSF1 inh: HSF1 inhibitors in luciferase reporter cells, primary screen, cell-based, NIH3T3, luminescence. AID 2098, 2009. NIH3T3-HGL HSE-luciferase, MG132-induced, luminescence 8 h; hits give low values. activity change, negative = inhibition, % at 7.5 µM (by protocol). 300,000 tested, 0.77% active;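 active means more than half of replicate wells show activity change below -50%, luminescence cut by over half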;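 further: luciferase reports HSF-1 transcriptional activity via heat shock element; 0% = median of DMSO wells and -100% = zero luminescence signal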
GSK3beta inhib: human GSK3beta kinase inhibitors, primary screen, biochemical, cell-free homogeneous, HTS; Glycogen synthase kinase-3 beta (Homo sapiens), P49841; 300,000 tested, 0.038% active; AID 2097, 2009; GST-GSK3beta kinase, ADP-Glo luminescence, 60 min; hits give low values; activity score (negative = inhibition), % at 10 µM;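 active means more than half of replicate wells score below -50%, meaning over 50% inhibition versus plate controls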;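 further: 0% = median DMSO wells and -100% = median GW8510 positive control wells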
Target sequence (P49841 whole entry, looked up): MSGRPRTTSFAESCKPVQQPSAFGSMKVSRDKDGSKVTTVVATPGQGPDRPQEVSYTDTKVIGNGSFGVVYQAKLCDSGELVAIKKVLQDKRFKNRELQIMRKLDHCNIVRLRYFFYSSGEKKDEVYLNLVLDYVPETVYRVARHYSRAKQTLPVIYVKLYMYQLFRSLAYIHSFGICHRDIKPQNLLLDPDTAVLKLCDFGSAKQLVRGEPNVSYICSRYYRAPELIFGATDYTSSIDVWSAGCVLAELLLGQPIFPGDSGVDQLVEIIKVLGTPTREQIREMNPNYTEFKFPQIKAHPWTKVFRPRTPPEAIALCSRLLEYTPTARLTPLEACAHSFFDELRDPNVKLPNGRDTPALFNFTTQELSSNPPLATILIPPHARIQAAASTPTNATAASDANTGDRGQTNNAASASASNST
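Test system: GST-fused GSK3beta enzyme, cell-free | Quantity: 1.6 ng GST-GSK3beta enzyme per well | Reagent: 25 µM ATP with peptide substrate | Schedule: 60 min enzyme reaction, room temperature | Signal: Luminescent ADP-Glo measurement of ADP formed | Read-out basis: Score relative to plate controls | Control set: DMSO and 20 µM GW8510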
AI-2 QS modul: Vibrio harveyi AI-2 quorum sensing modulators, primary screen, JMH597 strain, luminescence/OD600 ratio; Vibrio harveyi JMH597 AI-2 luminescence/OD600 ratio, 9 h; hits give low values; strain lacks LuxN and CqsS sensors; 0 = neutral-control median; activity change, % at 7.5 µM; 300,000 tested, 0.4% active; in the data active means activity change below about -75%, passing the limit was not always enough;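 further: luminescence divided by OD600 gain over 9 h not by final OD600 alone; inactives centre near 13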
HSP90 refold inh: HSP90 inhibitors, primary screen, cell lysate, luminescence | Heat shock protein HSP 90 (rabbit reticulocyte lysate; luciferase refolding) | Rabbit reticulocyte lysate, luciferase refolding luminescence, 3 h | inhibition, % at 5.6 µM | 290,000 tested, 0.91% active | AID 1789, 2009;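 active means inhibition above the screen-wide mean plus 3 SD, computed separately per campaign, cut at about 16% in these data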;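 further: 0% = DMSO wells and 100% = 60 µM geldanamycin wells; inhibitors lower the luminescence because luciferase stays unfolded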
KLF5 inh: KLF5 expression inhibitors, primary screen, DLD-1 cells, luminescence. DLD-1 KLF5 promoter-luciferase reporter. inhibition, % at 5 µM. 290,000 tested, 0.23% active. AID 1700, 2009;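 active means inhibition above a per-plate limit of that plate's mean compound inhibition plus 3 SD, cut at about 60% in these data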;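 further: 0% = DMSO wells and 100% = LY294002 at 200 µM; higher means less KLF5 promoter-driven luciferase light; inactives centre near -14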
GSK3A inh: blockers of GSK3A enzyme activity – biochemical, luminescence, cell-free homogeneous, HTS, primary screen | Glycogen synthase kinase-3 alpha (Homo sapiens), P49840 | GSK-3 alpha kinase, ADP-Glo luminescence, 60 min | inhibition, % at 10 µM | 320,000 tested, 0.1% active;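 in the data active means inhibition above about 50%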;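 further: GST-tagged GSK-3 alpha with peptide substrate and 25 µM ATP; 0% = DMSO neutral wells and 100% = GW8510 positive control wells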
Target sequence (P49840 whole entry, looked up): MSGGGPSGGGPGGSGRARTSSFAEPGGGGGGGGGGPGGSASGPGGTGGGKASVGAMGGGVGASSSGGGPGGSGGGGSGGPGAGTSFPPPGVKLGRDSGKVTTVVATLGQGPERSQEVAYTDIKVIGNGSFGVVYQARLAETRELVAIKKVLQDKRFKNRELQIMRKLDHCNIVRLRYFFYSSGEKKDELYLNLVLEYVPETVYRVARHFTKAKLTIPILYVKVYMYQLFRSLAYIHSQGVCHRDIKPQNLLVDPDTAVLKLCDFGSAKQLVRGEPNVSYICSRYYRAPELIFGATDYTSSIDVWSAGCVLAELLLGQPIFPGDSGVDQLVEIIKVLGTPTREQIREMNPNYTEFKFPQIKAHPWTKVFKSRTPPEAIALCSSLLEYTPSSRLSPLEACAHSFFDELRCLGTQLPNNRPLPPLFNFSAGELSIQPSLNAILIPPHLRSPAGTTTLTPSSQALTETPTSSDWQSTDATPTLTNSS
PolyA inhibitor: polyadenylation inhibitors in yeast reporter cells, primary screen, luminescence, S. cerevisiae; S. cerevisiae SKY197-pL101 polyadenylation reporter, beta-gal luminescence; efflux-impaired pdr1/pdr3 knockout yeast; score 100 = 6 SD above DMSO; calls only at 12 µM; 300,000 tested, 0.02% active; AID 1875, 2009;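 active means lowest replicate activity score at least 50, where 100 means six control SD above control mean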;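 further: yeast exposed to compound for 9 h at 30 °C; higher score means more reporter readthrough which indicates perturbed polyadenylation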
IEC-6 cytotox: cytotoxicity in IEC-6 intestinal epithelial cells, primary screen, cytotoxicity control for KLF5 inhibitor project, cell-based, luminescence; inhibition, % at 5 µM; AID 1825, 2009; IEC-6 cytotoxicity, luminescence viability; 290,000 tested, 0.78% active; in the data active means inhibition above about 22%;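 further: 0% = plate median of test compound wells and 100% = cytotoxic reference compound wells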
aSyn UTR inh: MLPCN primary screen, SNCA 5' untranslated region; AID 1813, 2009; inhibition, % (tested at 7.5 µM); 300,000 tested, 0.82% active; alpha-synuclein 5'UTR reporter, inhibitor activity; in the data active means inhibition above about 60%;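 further: H4 neuroglioblastoma cells stably carrying SNCA 5'UTR luciferase fusion; 0% = DMSO wells and 100% = positive control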
HSF-1 act: HSF-1 activators, primary screen, NIH3T3-HGL cells, MG132 stress, luminescence, single point | activation, % at 9 µM | AID 504408, 2011 | 300,000 tested, 1.7% active | NIH3T3-HGL HSF-1 luciferase reporter, 8 h; 100% = twice DMSO control signal;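 active means mean replicate activation of at least 50% with a set share of replicates each reaching 50%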;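 further: 0% = median of the neutral control wells and 100% = twice that signal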
An asterisk follows results filed as active; i = inactive; x = not tested or not shown. Not all compounds are listed; the hit share may differ from the screen's.

SMILES	HSF1 inh	GSK3beta inhib	AI-2 QS modul	HSP90 refold inh	KLF5 inh	GSK3A inh	PolyA inhibitor	IEC-6 cytotox	aSyn UTR inh	HSF-1 act
Cc1cc(C)c(NC(=O)Nc2ccccc2C)c(Cl)c1	-4	-1	25	1	-16	x	i	1	9	3
O=C(Nc1ccc(S(=O)(=O)Nc2nccs2)cc1)C(F)(F)F	-5	2	7	x	x	-3	i	x	3	3
CC(C(=O)O)c1n[nH]c(=O)c2ccccc12 (centres undefined)	-7	1	6	0	-6	-3	i	-4	16	-5
CCN(CCn1cccn1)C(=O)CC1C(=O)NCCN1Cc1ccc(OC)c(OC)c1 (centres undefined)	2	-1	32	0	-29	-2	i	7	-1	20
O=C(NC1CCN(C(=O)NC2CCCCC2)CC1)c1ccco1	0	-1	13	1	-6	1	i	-3	-12	-4
Cc1ccc(CC2SC(=O)NC2=O)cc1Cl (centres undefined)	-5	4	-8	2	-29	-2	i	11	33	6
COc1ccc([N+](=O)[O-])cc1NC(=O)C(C)N(C)Cc1cccc(OC)c1OC (centres undefined)	-3	-1	21	-3	5	-4	i	1	26	10
COc1cc(OC)c(OC)cc1/C=N/NC(=O)c1ccc(=O)n(C)c1	-5	-1	32	4	-11	9	i	0	6	0

(more compounds)
SMILES	HSF1 inh	GSK3beta inhib	AI-2 QS modul	HSP90 refold inh	KLF5 inh	GSK3A inh	PolyA inhibitor	IEC-6 cytotox	aSyn UTR inh	HSF-1 act
COc1ccc(N2CCN(C(=O)c3ccc(OCc4c(C)noc4C)c(OC)c3)CC2)cc1	-2	1	23	3	3	-3	i	1	2	12
O=C(NCCN1CCCCC1)Nc1ccc(F)cc1	-6	1	15	1	-17	1	i	4	-2	-10
Cc1nn(-c2ccccc2)c(N2CCCCC2)c1/C=N/O	-3	-1	17	0	12	-2	i	4	7	-2
CCN1C(=NCCc2cccnc2)N[C@@H](c2ccccc2)[C@H](C(=O)OC)[C@H]1C	-1	1	17	1	-14	1	x	1	-47	-3
COc1ccc(C(=O)O)cc1S(=O)(=O)N(C)C	4	-1	20	-5	-5	-3	i	-2	3	-3
CCc1cccc(NC(=O)c2cnn(-c3ccccc3)c2C)c1	15	3	-42	6	-138	1	i	-3	-144	42
Cc1ccccc1C(=O)Nc1ccccc1C(=O)NC1CC1	1	1	26	-2	-24	-1	i	4	-14	0
CC(=O)C1=C(O)C(=O)N(CC(=O)O)C1c1ccccc1Cl (centres undefined)	-5	1	16	0	-33	-5	i	3	-4	6

One compound at a time, as listed above. Values in the order: HSF1 inh | GSK3beta inhib | AI-2 QS modul | HSP90 refold inh | KLF5 inh | GSK3A inh | PolyA inhibitor | IEC-6 cytotox | aSyn UTR inh | HSF-1 act
COc1ccc(C(=O)O)cc1S(=O)(=O)N(C)C is listed with 4 | -1 | 20 | -5 | -5 | -3 | i | -2 | 3 | -3
CCN1C(=NCCc2cccnc2)N[C@@H](c2ccccc2)[C@H](C(=O)OC)[C@H]1C is listed with -1 | 1 | 17 | 1 | -14 | 1 | x | 1 | -47 | -3

Further structures
SMILES	HSF1 inh	GSK3beta inhib	AI-2 QS modul	HSP90 refold inh	KLF5 inh	GSK3A inh	PolyA inhibitor	IEC-6 cytotox	aSyn UTR inh	HSF-1 act
Nc1ccc(C(=O)N/N=C2\CCCc3c2[nH]c2ccccc32)cc1	5	-3	17	-8	-14	-2	i	5	-73	17
COCC1CCN(C(=O)c2cc(COc3ccc(F)cc3F)on2)C1 (centres undefined)	5	-2	17	-4	-17	0	i	-5	-38	5
CCCn1nnnc1NCc1ccc(F)cc1	-7	1	0	2	8	1	i	0	-21	4
Cc1ccc(/C=C/c2onc(C)c2S(=O)(=O)N2CCC(C(=O)NC(C)(C)C)CC2)cc1	8	3	10	1	3	0	i	-1	20	2
Cc1cc(NC(=O)c2ccccc2Cl)n(C(C)(C)C)n1	-7	1	20	3	-41	-1	i	-4	19	-7
COc1ccc(CNC(=O)c2cccc(S(=O)(=O)N3CCN(C)CC3)c2)cc1	-4	0	15	1	17	0	i	-4	-5	3
CC1CCN(c2c([N+](=O)[O-])c(=O)oc3ccccc23)CC1	-12	0	12	3	-46	0	i	1	-8	3
CCN(CC)S(=O)(=O)c1ccc2c3c(cccc13)C(=O)N2	-3	-12	-3	-3	11	3	i	4	9	3

The listing continues.
SMILES	HSF1 inh	GSK3beta inhib	AI-2 QS modul	HSP90 refold inh	KLF5 inh	GSK3A inh	PolyA inhibitor	IEC-6 cytotox	aSyn UTR inh	HSF-1 act
Cc1ccc(NC(=O)c2ccc(-c3nn(C)c(=O)c4ccccc34)cc2)c(C)c1	3	0	24	-3	-12	-2	i	0	11	-5
CCC(C)(C)n1nnnc1C(c1cccnc1)N1CCN(c2cccc(C(F)(F)F)c2)CC1 (centres undefined)	-2	0	28	-3	9	-2	i	1	12	-2
COc1ccc2[nH]c(C(=O)NCCN3CCCCC3)cc2c1	-6	0	19	1	-15	3	i	6	-4	-2
Cc1cc2nnc(SCC(=O)OC(C)C)n2c2ccccc12	9	2	16	-2	-17	-2	i	1	-5	3
CCCCOC(=O)C(C)Nc1n[nH]c(=O)[nH]c1=O (centres undefined)	-2	-1	21	1	-35	0	i	-4	17	-5
CCSc1nc(=S)cc(C)[nH]1	-4	6	-1	3	-15	-3	i	-2	6	-2
COC(=O)c1ccc(C)c(NC(=O)CCSc2ccc(C)cc2)c1	6	2	10	3	-12	5	i	-4	21	3
CC12CCC(C(=O)Nc3ccccc3N3CCOCC3)(CC1=O)C2(C)C (centres undefined)	6	2	16	2	-4	-1	i	-1	1	5

Next section
SMILES	HSF1 inh	GSK3beta inhib	AI-2 QS modul	HSP90 refold inh	KLF5 inh	GSK3A inh	PolyA inhibitor	IEC-6 cytotox	aSyn UTR inh	HSF-1 act
COCC(C)n1c(C)cc(C(=O)COc2ccc(S(=O)(=O)N3CCOCC3)cc2Cl)c1C (centres undefined)	x	x	x	1	-13	-1	x	-2	x	x
Cc1cc(C)c(C#N)c(SCc2nc3ccccc3[nH]2)n1	43	1	17	1	-90	0	i	9	-173	60*
COC(=O)c1ccc(NC(=O)c2cccc(N3C(=O)C4C5C=CC(C6CC56)C4C3=O)c2)cc1 (centres undefined)	-4	1	20	-1	-23	0	i	1	-1	-13
COc1ccc(C2C(C#N)=C(N)Oc3n[nH]c(C)c32)cc1Cn1nc(C)c([N+](=O)[O-])c1C (centres undefined)	6	0	-1	1	-19	-6	i	7	-5	19
O=C(Nc1ccccn1)c1ccc(CN(c2ccccc2)S(=O)(=O)c2ccccc2)cc1	9	3	21	4	-6	3	i	-7	19	1
COc1ccccc1NC(=O)c1ccc2nc(C)c(C)nc2c1	-8	0	16	3	-37	0	i	-6	-37	-3
Cc1ccc2c(c1)c1c3n2CCN=C3CCC1	3	0	26	1	-13	1	i	2	2	10
CCOC(=O)C1CCCN(C(=O)Cn2c(=O)c3cccn3c3cccnc32)C1 (centres undefined)	2	2	18	0	-35	1	i	-6	-2	4

More compounds follow.
SMILES	HSF1 inh	GSK3beta inhib	AI-2 QS modul	HSP90 refold inh	KLF5 inh	GSK3A inh	PolyA inhibitor	IEC-6 cytotox	aSyn UTR inh	HSF-1 act
Nc1nnnn1/N=C/c1cccc(OCc2ccccc2Cl)c1	10	-2	-19	6	-83	1	i	3	-28	9
Cc1ccc2oc(=O)cc(CN3CCN(Cc4ccccc4)CC3)c2c1	-4	2	-2	5	-1	-2	i	2	11	0
COc1ccc(CCNC(=O)COc2ccc(S(=O)(=O)NCC(C)C)cc2Cl)cc1OC	-13	2	15	1	-21	-5	i	15	9	-24
COc1ccc2c(c1OC)C(=O)OC2N1C(=O)CC[C@H]1C(=O)Nc1ccc(F)cc1F (some centres undefined)	5	1	44	-1	-15	-3	i	1	14	-1
CCc1nc(NCc2cccnc2)c2oc3ccccc3c2n1	0	0	17	0	-23	1	i	0	8	14
CCN1CCN(C(=O)Nc2cccc3ccccc23)CC1	-4	1	4	-2	-20	1	i	2	-31	-21
CCN1C(=O)/C(=C2/Sc3ccc(OC)cc3N2C)SC1=Nc1ccc(OC)cc1	1	-3	1	1	-30	-2	i	-1	-34	7
Cc1cccc(NC(=O)C2CCN(C(=O)NCc3ccccc3)CC2)c1C	-1	0	10	0	-13	-4	i	2	10	-7

Remaining list, next part:
SMILES	HSF1 inh	GSK3beta inhib	AI-2 QS modul	HSP90 refold inh	KLF5 inh	GSK3A inh	PolyA inhibitor	IEC-6 cytotox	aSyn UTR inh	HSF-1 act
COc1ccc2[nH]c(C)c(CCNc3ccc(C(F)(F)F)cc3[N+](=O)[O-])c2c1	16	1	-8	1	2	-2	i	12	-48	61*
Cc1cc(C)c2c(c1)NC(C(=O)O)C1CC=CC21 (centres undefined)	-5	0	7	6	-17	4	i	-26	-4	-7
COc1cccc(N2CCN(S(=O)(=O)c3ccc(-c4cnc(C5CC5)o4)cc3)CC2)c1	-11	-6	-2	2	-29	-1	i	-12	24	4
CCCCCOc1ccc(/C=c2\sc3nc(=O)c(-c4ccccc4)nn3c2=O)cc1OC	-8	3	2	4	-9	-4	i	4	4	9
COc1cccc(C(=O)NCCSCc2ccccc2Cl)c1	12	-1	13	-4	-8	-1	i	-1	-20	16
O=C(c1cccc2ccccc12)N1CCCCC1	-7	-1	7	2	-9	-1	i	4	0	-9
COc1cccc(-c2nnc3sc(C4CCCCC4)nn23)c1	-30	-28	9	1	-23	20	i	-1	19	-42
CCC(C(=O)N1CCN(Cc2ccc3c(c2)OCO3)CC1)n1c(=O)[nH]c2ccccc2c1=O (centres undefined)	-7	7	1	-1	-28	0	i	-1	29	-27
